# Source: PubChem
# WT yeast gro inh = growth inhibition of WT strain, primary screen, mitochondrial fusion inhibitor project, WT and mutant strains, chemical genetic | mitochondrial fusion phenotypic screen | inhibition, % at 10 µM | 190,000 compounds, 2.1% hits | AID 1362, 2008; in the data active = inhibition above about 58%; tested in S. cerevisiae
# Insulin prom up = insulin promoter activators in MIN6 cells, imaging, high-content screening, mouse beta cells | MIN6 insulin promoter-GFP reporter; active compounds read high | z-score at 5 µM | 190,000 compounds, 0.3% hits;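 active = z-score above 3 at 5 µM with at least 500 cells counted in the well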
# Autophagy mod = autophagy modulators in MEF cells, primary screen, imaging, high-content, MEF GFP-LC3 | 190,000 compounds, 0.98% hits | MEF GFP-LC3 puncta imaging; test concentration mostly 10 µM | calls only at 10 µM (by protocol);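 active = percentage of spot-positive cells more than 3 SD above its plate mean, without a fluorescence outlier flag or 80% toxicity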;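 note: spot-positive cell cutoff set from DMSO-treated cells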
# Hep lipid drop = inhibitors of hepatocyte lipid droplet formation, primary screen, imaging, high-throughput imaging, BODIPY stain; AML12 mouse hepatocytes, oleate lipid droplets; inhibition, % at 6.5 µM; 240,000 compounds, 0.4% hits;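 active = lipid droplet intensity inhibited by at least 50%, with more than 500 cells counted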
#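 Assay system: AML12 mouse liver cells | Compound: 6.5 µM single-point dosing | Schedule: Overnight exposure | Technique: Fluorescence imaging, 20x objective, two fields per well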
# bCat nuc transl = modulators of beta-catenin nuclear translocation, primary screen, imaging, HeLa cells, immunofluorescence, high-content; AID 1665, 2009; 190,000 compounds, 0.3% hits; nuclear translocation activity, % at 5 µM;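 active = nuclear translocation activity above 50% at 5 µM, with a well cell count of 50 or more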;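 note: per-cell ratio of nuclear to cytoplasmic median beta-catenin stain intensity; plate controls were DMSO negative control for no effect and GSK-3 inhibitor IX positive control for full effect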
#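 Test system: human HeLa cell line; Doses: 5 µM primary, 0.02–20 µM confirmation; Incubation: 24 h compound exposure, 37°C; Detection: beta-catenin immunofluorescence imaging with DAPI; Read-out: beta-catenin nuclear/cytoplasmic ratio, % activation.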
# Myeloid diff MLP = induction of myeloid progenitor differentiation, primary screen, cell-based, flow cytometry, MLPCN library; ER-HoxA9 myeloid progenitors, lysozyme-GFP differentiation; calls only at 10 µM; 360,000 compounds, 1% hits; AID 624256, 2012;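 active = normalized GFP-positive differentiation at or above the plate's own cutoff, the solvent-only control mean plus 3 SD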;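 note: cells exposed to compound for four days before flow analysis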
# T cell HTS = modulators of CD8 T cell-vesicle binding, primary screen, mouse 2C CD8+ T cells, flow cytometry; 330,000 compounds, 0.068% hits; calls only at 7 µM; 2C CD8+ T cell-vesicle binding; active compounds read low;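 active = response, share of CD8 T cells binding vesicles, and their 90th percentile fluorescence all below set limits, cut at about 80% in these data, passing the limit was not always enough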
#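 material = purified 2C TCR transgenic mouse naive CD8+ T cells | controls = Unloaded micro-vesicles (low), QL9 vesicles with 0.7% DMSO (high) | detection = cytometric PE anti-B7-1 and Alexa647 anti-CD8 signals after 1% paraformaldehyde fixation | incubation = binding step 1.5 h, 37 °C, antibody labelling 20 min, ice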
# MT stabilize HCS = microtubule stabilizers in HeLa cells, primary screen, imaging, high-content imaging; % tubulin-high responders, % at 10 µM; HeLa tubulin immunostaining HCS, 24 h; share of cells brighter than vehicle mean+2SD; 200,000 compounds, 0.83% hits; AID 2205, 2009;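 active = plate Z-score above 3 for both tubulin-high and condensed-nucleus cell shares, with cell loss under 80%, at 10 µM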;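 note: anti alpha tubulin signal scored within the nucleus-defined area of each cell; some results filed as inactive read as strong as hits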
# West Nile virus CPE = West Nile virus antiviral activity, cell-based, CPE readout (AID 1621). West Nile virus-infected cells, CPE inhibition; higher % means a stronger effect. one-dose CPE inhibition, % at 10 µM; IC50 in µM for titrated hits. 290,000 compounds, 0.02% hits; in the data active = a potency from the dose series; note: strong numbers were not always called active
# WT yeast gro inh mutant strain = second read-out of WT yeast gro inh, no call of its own (marks repeat the call); inhibition, %; mitochondrial fusion phenotypic screen, mutant strain inhibition
# Insulin prom up cell count = also measured in Insulin prom up; calls as there; cell count; measured here: cytotoxicity, nuclei count;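 total cells summed across four imaged fields per well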
# Hep lipid drop cells 6.5 µM = further read-out of Hep lipid drop, marked with its call; cell count; measured here: cell count, cytotoxicity flag;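 cells counted across two imaged fields per well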
# bCat nuc transl cell count 5 µM = second read-out of bCat nuc transl, no call of its own (marks repeat the call); cell count; measured here: cell count, cytotoxicity flag
# T cell HTS vesicle-bound % = also measured in T cell HTS; calls as there; double positive events, %; measured here: CD8+ vesicle-bound cell fraction;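 binding gate set so that unloaded-vesicle control wells show 10% double positive cells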
# MT stabilize HCS Hoechst-high % = further read-out of MT stabilize HCS, marked with its call; % Hoechst-high responders; measured here: nuclear condensation Hoechst responders;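 share of cells brighter than vehicle mean plus two SD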
# MT stabilize HCS cytotoxicity % = second read-out of MT stabilize HCS, no call of its own (marks repeat the call); toxicity, %; measured here: cytotoxicity by cell density;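 0% = mean cell density of plate MIN control wells and 100% = no cells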
# Autophagy mod cell loss 18 h = also measured in Autophagy mod; calls as there; toxicity, %; measured here: cell loss, nuclei count;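 cell loss after 18 h compound exposure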
# Myeloid diff MLP GFP+ MAC1+ % = also measured in Myeloid diff MLP; calls as there; GFP+ MAC1+ double positive, %; measured here: differentiation confirmed by MAC1 staining
# * marks the source's active call; other numbers are inactive results; i = inactive; nt = not tested or not shown; + = active, no number. Not a hit list. About 3.9% of those tested had a hit in this group.
SMILES,WT yeast gro inh,WT yeast gro inh mutant strain,Insulin prom up,Insulin prom up cell count,Autophagy mod,Autophagy mod cell loss 18 h,Hep lipid drop,Hep lipid drop cells 6.5 µM,bCat nuc transl,bCat nuc transl cell count 5 µM,Myeloid diff MLP,Myeloid diff MLP GFP+ MAC1+ %,T cell HTS,T cell HTS vesicle-bound %,MT stabilize HCS,MT stabilize HCS Hoechst-high %,MT stabilize HCS cytotoxicity %,West Nile virus CPE
COc1ccccc1C(=O)N/C(=C\c1ccc(Br)cc1)C(=O)NCCC(=O)O,-21.3,1.6,nt,nt,i,5.0,-21.0,700,-1.7,1083,i,0.2,i,41.6,2.2,2.0,11.2,0.7%
O=C(CN1CCCCC1)N/N=C/c1cc2ccccc2nc1Cl,-2.0,-8.0,0.17,1322,i,-9.8,-23.4,716,1.0,1165,i,0.0,i,63.9,2.2,3.6,12.2,0.3%
N#C/C(=C/c1ccc(N2CCCCC2)o1)C(=O)NCCc1c[nH]c2ccccc12,27.3,17.7,nt,nt,+,-16.4*,6.9,652,-0.7,1098,+,3.1*,i,56.1,2.3,3.2,11.1,-1.1%
COC(=O)c1c(-c2ccccc2)nn(-c2ccccc2)c1C(=O)OC,nt,nt,nt,nt,nt,nt,-6.9,748,nt,nt,i,0.1,i,59.6,nt,nt,nt,0.0%
CC(=O)c1cccc(NC(=O)CN(c2cccc(F)c2)S(C)(=O)=O)c1,5.0,-26.4,0.3,1127,i,-2.0,-7.8,722,0.4,983,i,0.5,i,22.6,2.9,1.5,2.9,0.1%
Cc1ccc(S(=O)(=O)N2CC(C)N(C(=O)N3CCOCC3)C2C)cc1 (stereo not drawn),nt,nt,nt,nt,nt,nt,8.4,805,nt,nt,i,0.9,i,39.2,nt,nt,nt,-0.2%
COc1cccc(C(=O)Nc2ccc(C3CC3(Cl)Cl)cc2)c1 (stereo not drawn),46.3,32.2,-0.71,1570,i,-9.9,-8.5,668,-2.5,1051,i,0.1,i,35.7,3.2,1.3,17.3,-0.9%
Cc1ccc(SCC(=O)Nc2cc(C)on2)cc1,13.8,12.7,0.07,922,i,-15.9,-3.4,729,nt,nt,i,1.2,i,42.0,2.0,1.8,12.7,-0.4%
O=C(CSc1nnc(COc2ccc(Cl)cc2)o1)N1c2ccccc2CCc2ccccc21,1.0,-9.7,-0.28,1212,i,11.2,nt,nt,1.1,1406,i,0.2,i,15.2,2.4,1.1,9.0,-0.6%
Cc1ccccc1-n1c([C@@H]2C[C@H]2c2ccccc2)n[nH]c1=S,nt,nt,0.4,1359,nt,nt,-2.4,689,0.5,1288,i,0.4,i,32.0,nt,nt,nt,-0.3%
O=[N+]([O-])c1cc(-c2cnc3ccccc3n2)ccc1Cl,1.5,-1.4,-0.43,1435,i,-10.6,-1.9,746,0.2,1085,i,1.0,i,33.1,1.7,1.9,2.5,-0.6%
Cc1cccc2c(N=Nc3ccc(S(=O)(=O)Nc4ccc(Cl)cc4)cc3[N+](=O)[O-])c(O)[nH]c12,-6.5,-0.3,-0.32,1340,i,23.8,13.9,729,0.0,1553,i,0.3,i,27.6,2.4,0.8,8.5,0.1%
O=C1OC(Nc2ccc(Br)cn2)c2ccccc21 (stereo not drawn),-1.4,11.1,1.37,1440,i,-5.6,nt,nt,-2.1,956,i,0.6,i,16.4,5.2,2.7,5.3,0.2%
CCN(CC(=O)NC(=O)NCc1ccccc1)Cc1nc2ccccc2c(=O)[nH]1,-10.4,-1.1,-0.56,1228,i,-14.3,-16.4,692,-0.4,1071,i,0.1,i,20.3,4.6,3.2,2.8,0.3%
COC(=O)c1ccc(CSc2nc3ccccc3c(=O)n2-c2cccc(OC)c2)o1,-5.7,-16.0,-0.65,1160,i,15.3,nt,nt,-3.7,1021,i,2.9,i,19.5,4.5,3.0,5.2,0.2%
C#CCSc1nc2ccccc2n1C(=O)c1ccc(S(=O)(=O)N2CCCCC2)cc1,-0.3,-5.2,-0.14,1270,i,-11.1,43.3,645,3.1,891,i,0.7,i,53.4,2.8,4.2,9.6,-0.4%
CCCCN(CCCC)CCNC(=O)c1cn(C)c2ccc(S(=O)(=O)N(C)C3CCCCC3)cc2c1=O,nt,nt,nt,nt,nt,nt,-19.0,639,nt,nt,i,2.2,i,27.8,nt,nt,nt,-0.7%
S=C(NC1CCCCC1)N1CCN(Cc2ccccc2)CC1,-1.6,9.7,0.28,1323,i,10.5,-17.3,586,-0.8,557,i,0.6,i,51.0,1.4,2.9,17.1,-1.6%
CCOC(=O)c1c(NC(=O)C(Sc2ccccc2)c2ccccc2)sc(C(N)=O)c1C (stereo not drawn),5.7,4.0,0.1,1505,i,0.4,nt,nt,-1.2,1418,i,1.0,i,49.8,1.7,2.3,9.1,-0.1%
CCCCOc1ccc(CSc2nc(C)[nH]c2[N+](=O)[O-])cc1[N+](=O)[O-],nt,nt,0.07,893,nt,nt,-0.8,672,2.1,1287,i,0.4,i,32.4,nt,nt,nt,-0.2%
COc1ccccc1C1N(c2cc(Cl)ccc2OC)C(=O)C2CCCN21 (stereo not drawn),8.6,8.2,-0.36,966,i,4.1,nt,nt,nt,nt,i,1.8,i,34.0,5.5,1.8,2.3,0.2%
Cc1cc(NC(=S)NC(=O)C2CC2)ccc1Br,45.0,11.5,1.26,1432,i,9.1,0.8,619,-0.2,1116,i,1.9,i,0.5,5.3,3.1,6.4,-0.7%
O=C1COc2ccc(C(=O)CSc3ccccc3C(=O)O)cc2N1,nt,nt,0.44,1038,nt,nt,16.2,773,-0.5,1288,i,0.3,i,31.9,nt,nt,nt,1.1%
CCN(CC)CCNC(=O)c1ccc(NC(=O)c2ccc(F)cc2)cc1,23.8,13.5,nt,nt,i,-1.0,14.2,691,-2.8,1114,i,0.7,i,29.3,2.9,2.4,2.9,0.2%
NC(=O)c1ccccc1N/C=C/C(=O)c1ccco1,19.5,-5.3,-0.01,1315,i,-4.7,8.5,726,-0.1,1084,i,0.6,i,25.5,2.3,1.9,2.2,-0.1%
# (listing goes on)
SMILES,WT yeast gro inh,WT yeast gro inh mutant strain,Insulin prom up,Insulin prom up cell count,Autophagy mod,Autophagy mod cell loss 18 h,Hep lipid drop,Hep lipid drop cells 6.5 µM,bCat nuc transl,bCat nuc transl cell count 5 µM,Myeloid diff MLP,Myeloid diff MLP GFP+ MAC1+ %,T cell HTS,T cell HTS vesicle-bound %,MT stabilize HCS,MT stabilize HCS Hoechst-high %,MT stabilize HCS cytotoxicity %,West Nile virus CPE
Cc1cc(=O)oc2cc(NC(=O)Cc3ccccc3)ccc12,nt,nt,nt,nt,nt,nt,-4.5,821,nt,nt,i,0.6,i,23.2,nt,nt,nt,0.1%
CCN(CC)S(=O)(=O)c1ccc(Cl)c(OC)c1,-15.6,0.9,0.11,836,i,-6.4,-1.1,735,2.2,1176,i,1.8,i,52.9,1.6,1.6,8.7,2.5%
COc1cccc(CN2CCSCC2)c1,-10.7,5.3,nt,nt,i,2.8,9.8,817,nt,nt,i,1.1,i,32.0,0.9,1.2,16.8,0.2%
COCc1ccc(CN2CCCC(CCC(=O)NCc3cccc(OC)c3)C2)o1 (stereo not drawn),0.6,-0.7,-0.23,1449,i,-0.9,-4.4,747,-2.6,1066,i,0.4,i,41.5,0.6,1.9,1.5,0.5%
O=C(c1ccc(N2CCN(C(=O)c3ccccc3)CC2)cc1)c1cccc(F)c1,nt,nt,nt,nt,nt,nt,-0.4,784,nt,nt,i,0.4,i,12.1,nt,nt,nt,-0.9%
CCCCC1C2=C(CCCC2=O)OC2=C1C(=O)CCC2,1.5,12.3,-0.25,1500,i,14.1,-7.5,609,1.9,1090,i,0.1,i,43.7,4.3,2.5,1.8,nt
COc1ccccc1N1CCN(CC(O)COc2ccc3c(c2)OCO3)CC1 (stereo not drawn),7.9,-4.9,-0.48,1258,i,24.2,-9.5,729,3.3,1084,i,0.2,i,58.2,2.4,1.9,8.0,-1.1%
CCOc1ccc(N2C(=O)c3ccc(C(=O)OCc4c(C)noc4C)cc3C2=O)cc1,11.7,9.9,0.41,993,i,11.4,nt,nt,-7.5,936,i,0.5,i,38.2,1.9,1.8,10.1,0.2%
CC(=O)N1CN(C2CC(C)(C)NC(C)(C)C2)Cc2c1sc1c2CCCC1,5.0,-7.6,0.07,1221,i,21.4,14.3,639,-3.0,586,i,0.7,i,44.4,1.7,2.6,9.7,1.2%
O=C(CN1CCN(S(=O)(=O)c2ccc3ccccc3c2)CC1)N1CCc2ccccc2C1,19.8,1.7,-1.48,1197,i,7.6,nt,nt,-2.6,928,i,1.1,i,26.5,2.5,1.2,7.4,-0.4%
